G6PDH counter = counter-screen for G6PDH assay hits: L. mesenteroides G6PDH inhibition. Purified L. mesenteroides G6PDH, diaphorase/resazurin coupled fluorescence, 45 min. inhibition, % at 5 µM. 200,000 compounds, 0.12% hits. AID 1020; in the data active means inhibition above about 50%
Diaph inh CS = diaphorase inhibition or chemical oxidation counter-screen; diaphorase resazurin-to-resorufin fluorescence, NADH, 16 min; bacterial (C. kluyveri) enzyme, not human; inhibition, % at 20 µM; 190,000 compounds, 0.69% hits;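 active means primary screen inhibition at 20 µM above a set limit, cut at about 50% in these data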;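 further: plate controls were DMSO with full reaction for no effect and wells lacking NADH for full effect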
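Detection: fluorescence of resorufin formed from resazurin, Ex 544/Em 590 nm; test system: Clostridium kluyveri diaphorase enzyme; amount: 0.14 U/mL diaphorase, enzyme working solution; times: 16-min room-temperature incubation before reading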
Diaph act CS = diaphorase activation or chemical reduction counter-screen. 190,000 compounds, 0.005% hits. AID 1229. Diaphorase/resazurin coupled assay, resorufin fluorescence, 16 min; active compounds read high; 1 = vehicle wells, 0 = NADH-free wells. activation factor at 20 µM;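 active means diaphorase activity raised at least twofold by the compound at 20 µM; inactive means activation factor below 2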
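Assay system: bacterial diaphorase enzyme (C. kluyveri) / Input: enzyme 0.07 U/mL final / Medium: 50 mM HEPES pH 7.4 with 4.542 mM MgCl2, 0.005% Tween 20 / Doses: single compound dose of 20 µM, 1% DMSO final / Incubation: 16 min enzyme reaction, ambient temperature / Signal: fluorescence, excitation 544 nm and emission 590 nm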
STAT3 act = activators of IL-6 induced STAT3 signaling. U3A cells, IL-6 STAT3-luciferase reporter, luminescence; 100% = signal with IL-6 EC80 alone. activation (% of control), % at 5.6 µM. 190,000 compounds, 0.91% hits. AID 871;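 active means activation above the screen-wide mean of compound activation plus 3 SD, cut at about 130% in these data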;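 further: 0% = background luminescence of wells with medium and substrate only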
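Material: STAT1-lacking human U3A cells, STAT3 luciferase reporter | Benchmarks: IL-6-only wells as 100% reference | Probe or stimulus: IL-6 (33 ng/mL) | Timing: Compound 1 h, then IL-6 6 h at 37 °C | Detection: Luminescence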
Hsp70 act = Hsp70 transcriptional activation, primary screen | HeLa Hsp70 promoter luciferase reporter, luminescence; scaled: vehicle 0, proteasome-inhibitor control 100% | activation, % at 10 µM | 200,000 compounds, 0.04% hits;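 active means activation above the mean across all tested compounds plus 3 SD, cutoff set per campaign, cut at about 5.5% in these data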;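 further: 100% = MG132 at 30 µM as the positive control and 0% = DMSO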
APP transl inh = APP translation inhibition; SH-SY5Y APP 5'UTR-luciferase reporter, luminescence; inhibition, % at 2 µM; 190,000 compounds, 0.82% hits; AID 1285;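 active means inhibition above a set limit, derived from the sample mean plus 3 SD, cut at about 45% in these data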; further: values of inactives mirror those of a sister screen read the other way
TLR4-MyD88 BLA = TLR4-MyD88 interaction inhibition in cells; O00206+Q99836; HeLa CL3-4 TLR4/MyD88 BLA complementation, FRET ratio; inhibition, % at 8.4 µM; 200,000 compounds, 0.18% hits; AID 861; in the data active means inhibition above about 25%;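 further: 0% = vehicle and 100% = reference inhibitor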
Target sequence (O00206 whole entry, looked up): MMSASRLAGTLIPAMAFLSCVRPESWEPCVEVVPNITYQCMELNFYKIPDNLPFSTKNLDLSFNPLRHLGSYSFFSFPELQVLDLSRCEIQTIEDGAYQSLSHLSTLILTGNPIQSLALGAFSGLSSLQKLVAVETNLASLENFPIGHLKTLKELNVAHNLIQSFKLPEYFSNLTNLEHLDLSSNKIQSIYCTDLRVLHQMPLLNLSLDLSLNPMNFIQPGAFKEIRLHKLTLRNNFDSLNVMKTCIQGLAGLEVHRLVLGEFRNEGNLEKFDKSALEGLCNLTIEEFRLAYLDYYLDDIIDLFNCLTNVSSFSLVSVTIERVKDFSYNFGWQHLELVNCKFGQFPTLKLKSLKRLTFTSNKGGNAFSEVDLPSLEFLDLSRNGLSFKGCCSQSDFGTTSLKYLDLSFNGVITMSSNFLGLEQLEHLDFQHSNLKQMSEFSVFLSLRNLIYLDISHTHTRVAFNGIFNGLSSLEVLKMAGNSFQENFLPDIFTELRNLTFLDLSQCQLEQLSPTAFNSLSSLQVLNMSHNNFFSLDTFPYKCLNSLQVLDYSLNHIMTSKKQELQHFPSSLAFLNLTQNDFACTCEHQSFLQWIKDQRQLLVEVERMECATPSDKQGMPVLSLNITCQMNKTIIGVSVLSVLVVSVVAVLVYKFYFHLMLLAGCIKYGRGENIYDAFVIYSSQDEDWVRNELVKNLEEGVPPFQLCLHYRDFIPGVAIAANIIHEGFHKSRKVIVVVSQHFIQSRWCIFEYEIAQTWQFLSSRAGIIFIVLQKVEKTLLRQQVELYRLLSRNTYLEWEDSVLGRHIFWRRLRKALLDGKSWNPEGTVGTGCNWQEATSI
Target sequence (Q99836 whole entry, looked up): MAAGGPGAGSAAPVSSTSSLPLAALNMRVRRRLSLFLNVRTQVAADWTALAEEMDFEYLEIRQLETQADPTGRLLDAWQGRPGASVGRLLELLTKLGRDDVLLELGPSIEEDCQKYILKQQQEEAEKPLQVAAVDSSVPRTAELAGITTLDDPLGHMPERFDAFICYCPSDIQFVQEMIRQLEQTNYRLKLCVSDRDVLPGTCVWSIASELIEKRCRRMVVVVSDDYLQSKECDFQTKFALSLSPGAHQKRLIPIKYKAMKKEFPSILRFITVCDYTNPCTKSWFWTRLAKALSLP
STAT1 inh = reduces IFN-gamma driven STAT1 reporter signal; 200,000 compounds, 0.35% hits; AID 920; NIH 3T3 STAT1-luciferase reporter, luminescence; inhibition, % at 5.5 µM;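 active means inhibition above a set limit, the mean inhibition across all tested compounds plus 3 SD, cut at about 34% in these data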;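 further: 0% = IFN-gamma with DMSO and 100% = IFN-gamma with 300 µM nifuroxazide; values of inactives mirror those of a sister screen read the other way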
STAT3 blocker = inhibitors of IL-6 induced STAT3 signaling; U3A cells, IL-6 STAT3-luciferase reporter, luminescence; host cell line lacks STAT1; inhibition, % at 5.5 µM; 190,000 compounds, 0.89% hits;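 active means inhibition above the mean inhibition across all screened compounds plus 3 SD, cut at about 44% in these data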;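 further: 0% = DMSO only wells and 100% = 100 µM nifuroxazide control wells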
STAT1 act = activators of IFN-gamma induced STAT1 signaling; NIH 3T3 STAT1-luciferase reporter, luminescence; 100% = IFN-gamma alone, no compound; activation (% of control), % at 5.5 µM; 200,000 compounds, 2.6% hits; AID 932;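 active means activation above the screen-wide mean activation plus 3 SD, cut at about 130% in these data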;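 further: raw ratio to IFN-gamma control signal so 100% means no change and 0% no light; values of inactives mirror those of a sister screen read the other way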
* = called active by the depositor; . = not tested or not shown.

SMILES	G6PDH counter	Diaph inh CS	Diaph act CS	STAT3 act	Hsp70 act	APP transl inh	TLR4-MyD88 BLA	STAT1 inh	STAT3 blocker	STAT1 act
COc1ccc(-c2nc(CSCC(=O)NC3CCCc4ccccc43)c(C)o2)cc1OC (centres undefined)	3.2	19.1	0.8	102.7	0.0	-8.8	2.1	-2.3	0.4	102.1
O=C(CSc1nc2nc(-c3cccs3)cc(C(F)(F)F)c2c(=O)[nH]1)NCc1ccco1	5.1	29.2	0.7	106.8	0.0	10.2	1.0	2.2	-5.6	98.0
CC1(NC(=O)C23CC4CC(CC(C4)C2)C3)CCS(=O)(=O)C1 (centres undefined)	4.0	7.8	0.9	106.9	-0.2	3.7	-4.3	-6.4	-6.0	105.9
Cn1nc(-c2ccc(Cl)cc2)nc2c(=O)n(C)c(=O)nc1-2	61.4*	-35.3	1.4	42.8	-0.5	-13.2	-13.9	88.0*	74.3*	21.4
O=C(COC(=O)CNC(=O)c1sc2ccccc2c1Cl)Nc1cc(Cl)cc(Cl)c1	2.8	-3.3	1	98.0	-0.1	15.2	-1.5	0.9	6.3	98.8
Fc1cc(F)c2nc(Nc3nc4cc5c(cc4s3)OCO5)sc2c1	7.4	17.1	0.8	108.2	0.0	-16.4	-15.9	-14.4	-12.8	112.9
Cc1ccc(C(=O)Nc2cccc(C(=O)O)c2)cc1S(=O)(=O)N1CCCCC1	3.6	-1.3	1	57.7	-0.3	-103.5	-0.5	21.9	54.9*	80.6
COC(=O)Nc1nc(-c2ccccc2)c(C(=O)c2ccccc2)s1	10.4	15.4	0.8	111.9	-0.2	95.3*	0.8	-15.1	-14.0	114.0
CCSc1nnc(NC(=O)CN2C(=O)C3CC=CCC3C2=O)s1 (centres undefined)	-1.9	2.8	1	104.0	-0.1	-6.7	2.4	-2.2	0.1	100.6
O=C(CSc1nc2c(c(=O)n1-c1ccc(Cl)cc1)SCC2)N1CCOCC1	13.7	24.1	0.8	95.9	-0.3	0.0	5.4	12.6	9.9	88.6

Of the compounds above, three have an aryl thioether with sulfur outside any ring.
SMILES	G6PDH counter	Diaph inh CS	Diaph act CS	STAT3 act	Hsp70 act	APP transl inh	TLR4-MyD88 BLA	STAT1 inh	STAT3 blocker	STAT1 act
O=C(CSc1nc2nc(-c3cccs3)cc(C(F)(F)F)c2c(=O)[nH]1)NCc1ccco1	5.1	29.2	0.7	106.8	0.0	10.2	1.0	2.2	-5.6	98.0
CCSc1nnc(NC(=O)CN2C(=O)C3CC=CCC3C2=O)s1 (centres undefined)	-1.9	2.8	1	104.0	-0.1	-6.7	2.4	-2.2	0.1	100.6
O=C(CSc1nc2c(c(=O)n1-c1ccc(Cl)cc1)SCC2)N1CCOCC1	13.7	24.1	0.8	95.9	-0.3	0.0	5.4	12.6	9.9	88.6

Next part
SMILES	G6PDH counter	Diaph inh CS	Diaph act CS	STAT3 act	Hsp70 act	APP transl inh	TLR4-MyD88 BLA	STAT1 inh	STAT3 blocker	STAT1 act
CCCCn1c(SCC(=O)N2CCC(C(=O)OCC)CC2)nc2cc(S(N)(=O)=O)ccc21	6.3	22.9	0.8	101.2	-0.2	-3.3	8.8	-2.1	1.6	103.5
CSc1nc(N(CCO)CCO)c2sc3nc(-c4ccco4)c4c(c3c2n1)CCC4	7.2	53.6*	0.5	108.0	-0.3	-25.9	0.5	3.2	-5.1	95.5
O=C(CSc1nnc(-c2ccccn2)n1Cc1ccco1)c1ccccc1	5.8	3.4	1	96.2	-0.4	-14.3	-5.3	-6.6	12.0	106.0
O=C(CCCc1ccccc1)c1ccc2c(c1)OCCO2	1.5	22.2	0.8	10.9	-0.7	-41.7	25.5*	92.2*	108.3*	15.8
Fc1cccc(-c2oncc2-c2nnnn2-c2ccc(Cl)cc2)c1	1.7	-14.9	1.1	103.1	-0.3	0.4	-1.5	8.6	-0.9	92.1
COc1cc(OC)cc(OCC(O)Cn2ccnc2)c1 (centres undefined)	11.4	7.3	0.9	106.5	0.4	-13.0	0.6	4.3	-1.0	96.5
COc1ccc(C)c2sc(NNC(=O)COc3ccccc3)nc12	-0.1	-6.9	1.1	99.1	0.2	-3.8	-0.7	-1.7	8.0	100.6
CC(C)NC(=S)NC(=O)/C=C/c1ccc(F)cc1	-2.3	0.8	1	95.7	-0.4	7.3	-7.4	-5.1	7.8	104.5
COc1ccc(OCC(=O)N/N=C/c2ccc(N(C)C)cc2)cc1	13.6	8.1	0.9	112.0	-0.1	13.3	-0.6	-4.8	-0.4	103.6
Cc1cc(C)n2c(SC/C(O)=C(\C#N)c3nc4ccccc4[nH]3)nnc2n1	21.9	52.7*	0.5	106.7	-0.4	-5.1	10.0	-1.8	-0.5	101.7
O=S(=O)(N/N=C\c1ccc2c(c1)OCO2)c1ccc(Cl)cc1	2.0	15.0	0.8	98.5	0.1	-8.7	-6.0	-7.6	8.6	106.8
CC(NC(=O)C1CCC(C(C)(C)C)CC1)C(c1ccccc1)N1CCOCC1 (centres undefined)	11.0	7.8	0.9	114.1	-0.1	28.0	-1.8	10.1	-12.9	90.3
COc1ccc(NC(=O)c2ccco2)cc1NC(=O)c1cccnc1	5.5	18.1	0.8	95.8	0.0	20.6	-9.6	-3.4	9.2	103.2
C/C(=N\NC(=S)Nc1cccc(C)c1)c1cccc(N)c1	-19.6	15.2	0.8	108.4	-0.2	-24.5	5.9	5.5	-6.4	95.0
N/C(=N\OC(=O)/C=C/c1ccccc1)c1ccccn1	11.3	19.1	0.8	77.9	-0.1	-160.5	-9.9	-12.4	31.7	110.1
COc1cccc(/C=C/C(=O)NCc2cn3cc(Cl)ccc3n2)c1	-0.1	6.2	0.9	106.9	0.4	-8.6	0.8	-4.8	0.0	103.1
COCc1cc(C)nc(Nc2cc(C)ccc2C)c1C#N	12.0	2.3	1	94.1	0.0	12.0	5.8	-2.4	12.7	102.2
CNC(=O)/C(C#N)=C\c1ccc(CNS(=O)(=O)c2ccccc2)o1	0.3	6.9	0.9	92.4	0.0	-4.2	-2.5	-1.4	6.8	101.3
CCCCNC(=O)CCc1nc2cccnc2n1Cc1ccc(OC)cc1	5.0	13.6	0.9	110.9	0.0	-20.4	9.3	2.9	-9.2	97.4
Cc1c(NC(=S)NC(=O)CC(C)C)c(=O)n(-c2ccccc2)n1C	-4.1	19.4	0.8	97.0	-0.4	-9.3	-11.2	-7.5	5.8	106.4
O=C(Cn1ccc([N+](=O)[O-])n1)NCCc1c[nH]c2ccccc12	-1.4	4.0	1	99.8	-0.3	8.6	9.9	-7.1	4.6	104.9
CC(NC(=O)CCc1ccc(S(=O)(=O)NC2CCCCC2)cc1)c1ccccc1 (centres undefined)	-3.3	5.5	0.9	105.6	-0.1	0.7	-8.1	0.1	1.2	100.0
OCC1(Cc2cccc(Cl)c2)CCCN(Cc2sc(N3CCCC3)nc2Cl)C1 (centres undefined)	2.3	23.2	0.8	100.5	-0.2	-32.8	-12.0	13.0	2.8	86.2
COC(=O)C1CC(O)CN1C(=O)NC1CCCCC1 (centres undefined)	21.7	9.0	0.9	105.7	0.0	-1.6	-16.0	-4.0	3.1	103.9
O=C(CSCc1c(Cl)cccc1Cl)NN=C1CCCC1	15.5	7.9	0.9	97.2	-0.5	-3.0	-2.4	10.1	5.2	88.6
CC(C)CC(=O)Nc1ccc(S(=O)(=O)NCc2ccco2)cc1	5.0	-5.0	1.1	100.0	-0.4	13.1	-5.2	5.2	5.9	95.2
CCCCn1c(=N)n(CC(O)COc2cccc(C)c2)c2ccccc21 (centres undefined)	0.7	23.3	0.8	97.5	-0.4	-4.9	15.3	29.2	5.6	72.8
Cc1ccc(S(=O)(=O)N2CCOCC2)cc1C(=O)OCC(=O)Nc1ccc2c(c1)OCO2	6.9	16.0	0.8	101.0	-0.4	-1.1	-6.8	2.6	4.8	97.6
O=C(NCc1ccco1)c1sc(=S)n2c1[nH]c(=O)c1ccccc12	6.4	67.0*	0.3	96.2	-0.1	-17.9	-10.1	3.1	8.4	97.2
COc1cc(OC)c(C2SCCN2S(=O)(=O)c2ccc(F)cc2)cc1OC (centres undefined)	23.6	2.9	1	93.1	0.0	-10.5	-2.6	2.3	11.9	97.8

Reprinted from the part before: 2 entries, followed by the next part.
SMILES	G6PDH counter	Diaph inh CS	Diaph act CS	STAT3 act	Hsp70 act	APP transl inh	TLR4-MyD88 BLA	STAT1 inh	STAT3 blocker	STAT1 act
O=C(NCc1ccco1)c1sc(=S)n2c1[nH]c(=O)c1ccccc12	6.4	67.0*	0.3	96.2	-0.1	-17.9	-10.1	3.1	8.4	97.2
COc1cc(OC)c(C2SCCN2S(=O)(=O)c2ccc(F)cc2)cc1OC (centres undefined)	23.6	2.9	1	93.1	0.0	-10.5	-2.6	2.3	11.9	97.8
COC(=O)c1c(NC(=O)COC(=O)c2ccc(Cl)cc2[N+](=O)[O-])sc2c1CCCCC2	-29.2	8.6	0.9	102.6	-0.3	-0.9	-1.2	6.3	2.5	94.3
COc1ccccc1[C@@H]1C(c2ccc(F)cc2)=NN(c2ccccc2)[C@H]1C(=O)N1CCOC1=O	15.8	25.6	0.7	100.2	-0.1	0.3	-12.8	-4.0	-3.1	103.6
c1ccc(COc2cccc(CNCc3cccnc3)c2)cc1	19.1	3.0	1	99.4	-0.2	-3.8	-3.4	-4.0	5.4	100.6
Cc1cccc(NC(=S)NCC(c2cccnc2)N2CCOCC2)c1C (centres undefined)	-4.6	5.5	0.9	98.1	-0.4	-13.6	5.6	-1.7	-2.8	101.5
CC1CC(=O)c2cn3c(nc2C1)nc1ccccc13 (centres undefined)	6.5	11.4	0.9	91.0	-0.2	-4.5	5.4	0.5	16.8	99.5
CCOC(=O)c1[nH]c(C)c(C(=O)NCCCN2CCOCC2)c1C	2.9	11.9	0.9	104.0	0.0	-19.4	7.1	3.8	1.1	96.6
Cc1nc2ccccc2nc1OCc1cccc(Cl)c1	-1.0	10.6	0.9	106.0	-0.3	-0.1	10.2	3.8	-3.8	96.6
COc1ccc(/C(C)=N/Nc2ccc(F)cc2F)c(O)c1	1.4	15.6	0.8	91.6	-0.3	-32.5	-20.8	-37.3	17.2	132.8*
CCC(CC)C(=O)Nc1cccc(C(=O)NCCc2ccc(S(N)(=O)=O)cc2)c1	-4.6	8.6	0.9	91.7	0.2	-14.4	-11.4	-2.5	10.0	102.3
O=C(/C=C/c1ccccc1)Nn1cnc2ccccc2c1=O	17.9	-4.6	1	99.0	-0.3	-1.2	9.4	-6.8	2.1	106.0
COC(=O)c1sccc1NC(=O)C1CCCCC1C(=O)O (centres undefined)	16.3	22.1	0.8	85.9	1.8	13.2	-0.7	-9.4	20.3	106.9
COC(=O)c1ccc(NC(=O)CN2C(=O)C3C4C=CC(C4)C3C2=O)cc1 (centres undefined)	12.0	9.6	0.9	101.1	-0.2	.	9.7	-10.3	-1.2	111.4
CC(=O)Nc1ccccc1C(=O)C(=O)Nc1ccc(C)c(F)c1	21.0	11.6	0.9	95.5	0.1	-129.0	-9.2	-23.9	3.2	125.1
